Screening data deposited in PubChem by The Scripps Research Institute Molecular Screening Center.
LYPLA1 counter: LYPLA1 inhibitors, primary screen, counter-screen for PME1 inhibitor project, biochemical, fluorescence polarization, FP-Rh probe ABPP. actives 0.16% (n = 320,000). recombinant LYPLA1. inhibition, % at 5.9 µM. Acyl-protein thioesterase 1 (Homo sapiens), O75608. AID 2174, 2009;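 active = inhibition above the mean of all tested compounds plus 3 SD, set per campaign, cut at about 14% in these data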;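 note: inhibitors block serine hydrolase probe labeling of LYPLA1 so polarization falls; 0% = enzyme with DMSO and 100% = wells lacking LYPLA1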
pPAFAH inh: pPAFAH enzyme inhibitors, primary screen, biochemical, fluorescence polarization, human; Platelet-activating factor acetylhydrolase (Homo sapiens), Q13093; recombinant pPAFAH, FP-rhodamine probe fluorescence polarization; inhibition, % at 3.39 µM; actives 1.5% (n = 330,000);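 active = inhibition above the mean inhibition across the screen plus 3 SD, cut at about 25% in these data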;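 note: inhibitors block binding of the rhodamine activity-based probe so polarization drops; 0% = enzyme with DMSO and 100% = wells lacking pPAFAH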
GSTO1 counter: inhibitors of recombinant GSTO1, primary screen, counter-screen for RBBP9 inhibitor project, biochemical, fluorescence polarization. activity-based probe fluorescence polarization. AID 1974, 2009. actives 1.1% (n = 300,000). inhibition, % at 5.96 µM;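 active = inhibition above the campaign mean inhibition plus 3 SD, cut at about 35% in these data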;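 note: 0% = GSTO1-1 with DMSO and 100% = wells lacking GSTO1-1 enzyme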
PAFAH1B2 FP inh: PAFAH1B2 enzyme inhibitors, primary screen, biochemical, fluorescence polarization, human. Platelet-activating factor acetylhydrolase IB subunit alpha2 (Homo sapiens), P68402. recombinant PAFAH1B2, FP-rhodamine activity probe. inhibition, % at 3.39 µM. actives 1.2% (n = 340,000). AID 492953, 2010;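 active = inhibition above the mean of all tested compounds plus 3 SD, cut at about 24% in these data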;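 note: 0% = enzyme with DMSO and 100% = wells lacking PAFAH1B2; many of its hits are not listed in these tables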
PME-1 primary: PME-1 inhibitors via competitive probe labeling, primary screen, biochemical, fluorescence polarization, FP-Rh probe, HTS; actives 0.53% (n = 320,000); recombinant PME-1; inhibition, % at 5.9 µM;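 active = inhibition above the campaign mean of all compounds plus 3 SD, cut at about 26% in these data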;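 note: competitive labeling of PME-1 active site by serine hydrolase directed probe; 0% = PME-1 with DMSO and 100% = wells lacking PME-1 enzyme; inhibitors block probe labeling so polarization falls and inhibition rises; many of its hits are not listed in these tables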
PAFAH2 inh: PAFAH2 enzyme inhibitors, primary screen, biochemical, fluorescence polarization, human | actives 0.99% (n = 340,000) | recombinant PAFAH2, FP-rhodamine activity probe | Platelet-activating factor acetylhydrolase 2, cytoplasmic (Homo sapiens), Q99487 | inhibition, % at 3.39 µM;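 active = inhibition above the mean over all tested compounds plus 3 SD, cut at about 30% in these data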;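 note: inhibitors block probe labeling of enzyme so polarization drops; 0% = enzyme with DMSO and 100% = wells lacking PAFAH2 protein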
PAFAH1B3 FP inh: PAFAH1B3 enzyme inhibitors, primary screen, biochemical, fluorescence polarization, human | recombinant PAFAH1B3, FP-rhodamine probe | inhibition, % at 3.39 µM | actives 0.28% (n = 340,000);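 active = inhibition above the screen-wide average of all tested compounds plus 3 SD, cut at about 25% in these data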;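 note: 0% = enzyme with DMSO only and 100% = wells lacking PAFAH1B3 protein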
Target sequence (Q15102 whole entry, looked up): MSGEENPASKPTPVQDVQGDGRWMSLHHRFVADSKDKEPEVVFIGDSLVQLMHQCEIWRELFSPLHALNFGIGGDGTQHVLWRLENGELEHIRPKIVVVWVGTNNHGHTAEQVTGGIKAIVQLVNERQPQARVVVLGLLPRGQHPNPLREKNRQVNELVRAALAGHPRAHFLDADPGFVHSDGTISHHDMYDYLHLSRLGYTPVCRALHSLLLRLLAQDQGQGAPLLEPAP
PAD4 FP inh: human PAD4 inhibitors, primary screen, biochemical, fluorescence polarization, 1536-well format; inhibition, % at 6.36 µM; recombinant PAD4, RCA probe fluorescence polarization; actives 0.41% (n = 330,000); Protein-arginine deiminase type-4 (Homo sapiens), Q9UM07;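 active = percent inhibition above a cutoff equal to the mean of all tested compounds plus 3 SD, cut at about 15% in these data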;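 note: 0% = PAD4 with RCA probe and DMSO and 100% = probe without PAD4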
Target sequence (Q9UM07 whole entry, looked up): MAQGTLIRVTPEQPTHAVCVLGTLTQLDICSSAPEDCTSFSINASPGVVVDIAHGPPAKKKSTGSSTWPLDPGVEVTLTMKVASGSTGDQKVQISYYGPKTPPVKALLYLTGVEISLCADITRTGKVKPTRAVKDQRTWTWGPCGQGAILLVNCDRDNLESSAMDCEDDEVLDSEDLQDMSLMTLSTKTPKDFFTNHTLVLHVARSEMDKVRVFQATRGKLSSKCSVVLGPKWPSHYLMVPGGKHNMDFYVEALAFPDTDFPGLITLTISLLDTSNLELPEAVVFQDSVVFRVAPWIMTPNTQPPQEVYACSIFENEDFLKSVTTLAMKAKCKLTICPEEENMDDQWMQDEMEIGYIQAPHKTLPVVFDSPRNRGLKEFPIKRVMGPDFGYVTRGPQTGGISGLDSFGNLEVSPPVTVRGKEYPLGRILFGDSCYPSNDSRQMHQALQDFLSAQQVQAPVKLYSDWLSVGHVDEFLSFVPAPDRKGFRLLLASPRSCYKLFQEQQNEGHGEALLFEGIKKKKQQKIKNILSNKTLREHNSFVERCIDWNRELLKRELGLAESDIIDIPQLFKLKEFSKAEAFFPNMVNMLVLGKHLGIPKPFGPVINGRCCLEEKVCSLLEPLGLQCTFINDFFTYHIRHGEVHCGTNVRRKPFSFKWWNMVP
LYPLA2 inh: LYPLA2 inhibitors, primary screen, counter-screen for PME1 inhibitor project, biochemical, fluorescence polarization, FP-Rh probe ABPP; Acyl-protein thioesterase 2 (Homo sapiens), O95372; recombinant LYPLA2; inhibition, % at 5.9 µM; actives 0.38% (n = 320,000);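 active = inhibition above the screen-wide mean plus 3 SD, limit set per campaign, cut at about 26% in these data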;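 note: 0% = LYPLA2 with DMSO and 100% = wells lacking LYPLA2 enzyme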
Starred values were filed as active, the others as inactive. Only part of the results is shown. The share of hits here may be higher or lower than overall.

How did Cc1ccccc1N(CC(=O)NCc1ccc2c(c1)OCO2)C(=O)C1CSC(=O)C1 (stereo not given) do in these assays?
LYPLA1 counter: 4; pPAFAH inh: 2; GSTO1 counter: 3; PAFAH1B2 FP inh: 5; PME-1 primary: 7; PAFAH2 inh: -4; PAFAH1B3 FP inh: 9; PAD4 FP inh: -1; LYPLA2 inh: -2

What do the screens show for `O=C(Nc1ccc(F)cc1)Nc1ccc(NC(=O)c2ccccc2O)cc1`?
LYPLA1 counter: -4; pPAFAH inh: 7; GSTO1 counter: -2; PME-1 primary: -2; PAD4 FP inh: -4; LYPLA2 inh: -8

How did O=C(NCc1ccc2c(c1)OCO2)C1CCC(CNc2c(N3CCCCC3)c(=O)c2=O)CC1 (stereo not given) do in these assays?
LYPLA1 counter: 0; pPAFAH inh: 7; GSTO1 counter: 5; PAFAH1B2 FP inh: -3; PME-1 primary: -3; PAFAH2 inh: -4; PAFAH1B3 FP inh: -2; PAD4 FP inh: -2; LYPLA2 inh: 4

How did CCOC(=O)Oc1ccc(/C=C2\N=C(C)OC2=O)cc1 do in these assays?
LYPLA1 counter: -4; pPAFAH inh: -4; GSTO1 counter: 4; PAFAH1B2 FP inh: 0; PME-1 primary: 5; PAFAH2 inh: -3; PAFAH1B3 FP inh: 9; PAD4 FP inh: -3; LYPLA2 inh: -4

What do the screens show for `Cc1ccc(NC(=O)NCCCN2CCCC2=O)cc1`?
LYPLA1 counter: 1; pPAFAH inh: 1; GSTO1 counter: 0; PAFAH1B2 FP inh: 1; PME-1 primary: 0; PAFAH2 inh: 4; PAFAH1B3 FP inh: 17; PAD4 FP inh: 0; LYPLA2 inh: 6

Results for CCCC(Oc1ccc(Br)cc1)c1nc2c3cc(OC)c(OC)cc3nc(=S)n2[nH]1 (stereo not given) ?
LYPLA1 counter: 0; pPAFAH inh: 10; GSTO1 counter: 0; PAFAH1B2 FP inh: 15; PME-1 primary: -2; PAFAH2 inh: 33*; PAFAH1B3 FP inh: 13; PAD4 FP inh: 2; LYPLA2 inh: 5

How did Cc1ccc(S(=O)(=O)N2CCN(c3ncccn3)CC2)cc1C do in these assays?
LYPLA1 counter: -1; pPAFAH inh: -4; GSTO1 counter: 6; PAFAH1B2 FP inh: 3; PME-1 primary: 5; PAFAH2 inh: 5; PAFAH1B3 FP inh: 1; PAD4 FP inh: -2; LYPLA2 inh: -2

Results for O=C(NCCCN1CCCC1=O)c1cccs1 ?
LYPLA1 counter: 2; pPAFAH inh: 1; GSTO1 counter: -3; PAFAH1B2 FP inh: 7; PME-1 primary: 1; PAFAH2 inh: -1; PAFAH1B3 FP inh: 4; PAD4 FP inh: 0; LYPLA2 inh: 3

Results for CCCN(CCC)S(=O)(=O)c1ccc(C(=O)Nc2nnc(COC)o2)cc1 ?
LYPLA1 counter: -2; pPAFAH inh: -1; GSTO1 counter: 6; PAFAH1B2 FP inh: -1; PME-1 primary: 0; PAFAH2 inh: -6; PAFAH1B3 FP inh: 5; PAD4 FP inh: 3; LYPLA2 inh: -1

How did COc1ccc(-n2c(=S)[nH]c3cc(C(=O)Nc4cccc(C)c4)ccc3c2=O)cc1 do in these assays?
LYPLA1 counter: 0; pPAFAH inh: -2; GSTO1 counter: -5; PAFAH1B2 FP inh: -11; PME-1 primary: 0; PAFAH2 inh: -14; PAFAH1B3 FP inh: -16; PAD4 FP inh: -2; LYPLA2 inh: -1

What do the screens show for `CC1(C)CC(=O)c2cc(OCC(=O)NCCCN3CCN(c4ccccc4F)CC3)ccc2O1`?
LYPLA1 counter: 1; pPAFAH inh: 0; GSTO1 counter: -3; PAFAH1B2 FP inh: 0; PME-1 primary: 5; PAFAH2 inh: 1; PAFAH1B3 FP inh: 2; PAD4 FP inh: -1; LYPLA2 inh: 2

Results for Cc1ccc(S(=O)(=O)Nc2ccc(Cl)cc2C(=O)c2ccccc2)cc1 ?
LYPLA1 counter: 0; pPAFAH inh: -1; GSTO1 counter: 5; PAFAH1B2 FP inh: 27*; PME-1 primary: 19; PAFAH2 inh: 6; PAFAH1B3 FP inh: 6; PAD4 FP inh: -1; LYPLA2 inh: -5

2 entries drawn at random from those above, as already listed:
What do the screens show for `CC1(C)CC(=O)c2cc(OCC(=O)NCCCN3CCN(c4ccccc4F)CC3)ccc2O1`?
LYPLA1 counter: 1; pPAFAH inh: 0; GSTO1 counter: -3; PAFAH1B2 FP inh: 0; PME-1 primary: 5; PAFAH2 inh: 1; PAFAH1B3 FP inh: 2; PAD4 FP inh: -1; LYPLA2 inh: 2

How did Cc1ccc(S(=O)(=O)N2CCN(c3ncccn3)CC2)cc1C do in these assays?
LYPLA1 counter: -1; pPAFAH inh: -4; GSTO1 counter: 6; PAFAH1B2 FP inh: 3; PME-1 primary: 5; PAFAH2 inh: 5; PAFAH1B3 FP inh: 1; PAD4 FP inh: -2; LYPLA2 inh: -2

Next records follow.
Results for Cn1c(CNC(=O)c2ccccc2F)nnc1SCCOc1ccccc1 ?
LYPLA1 counter: -1; pPAFAH inh: 2; GSTO1 counter: -6; PAFAH1B2 FP inh: 2; PME-1 primary: -1; PAFAH2 inh: 3; PAFAH1B3 FP inh: 10; PAD4 FP inh: 1; LYPLA2 inh: 1

What do the screens show for `COc1ccc(Oc2ccc(/C=N/NC(=O)c3cccnc3)cc2[N+](=O)[O-])cc1`?
LYPLA1 counter: -5; pPAFAH inh: 1; GSTO1 counter: -3; PAFAH1B2 FP inh: 10; PME-1 primary: 0; PAFAH2 inh: -3; PAFAH1B3 FP inh: 6; PAD4 FP inh: -4; LYPLA2 inh: 5

What do the screens show for `Nc1cc(=O)nc(SCC(=O)NCc2ccccc2)n1CCc1ccccc1`?
LYPLA1 counter: 1; pPAFAH inh: 1; GSTO1 counter: -2; PAFAH1B2 FP inh: 2; PME-1 primary: -3; PAFAH2 inh: -10; PAFAH1B3 FP inh: 5; PAD4 FP inh: 1; LYPLA2 inh: -2

Results for O=C(Nc1cccc2c1CCCC2)c1ccco1 ?
LYPLA1 counter: 0; pPAFAH inh: -1; GSTO1 counter: 3; PAFAH1B2 FP inh: -3; PME-1 primary: 1; PAFAH2 inh: 5; PAFAH1B3 FP inh: 3; PAD4 FP inh: -2; LYPLA2 inh: -1

How did COC(=O)c1ccc(N2C(=O)CC(N(C)CCc3ccc(OC)c(OC)c3)C2=O)cc1 (stereo not given) do in these assays?
LYPLA1 counter: 0; pPAFAH inh: -2; GSTO1 counter: 9; PAFAH1B2 FP inh: 5; PME-1 primary: -7; PAFAH2 inh: 1; PAFAH1B3 FP inh: 2; PAD4 FP inh: 1; LYPLA2 inh: 5

What do the screens show for `COc1ccc(S(=O)(=O)N2CCOC2CNC(=O)C(=O)NCCN(C)C)cc1` (stereo not given)?
LYPLA1 counter: -2; pPAFAH inh: -1; GSTO1 counter: 1; PAFAH1B2 FP inh: 3; PME-1 primary: 8; PAFAH2 inh: 1; PAFAH1B3 FP inh: 10; PAD4 FP inh: -7; LYPLA2 inh: 2

How did OCCNC(=S)c1ccccc1 do in these assays?
LYPLA1 counter: -3; pPAFAH inh: -5; GSTO1 counter: -1; PAFAH1B2 FP inh: 7; PME-1 primary: -8; PAFAH2 inh: 2; PAFAH1B3 FP inh: 6; PAD4 FP inh: 2; LYPLA2 inh: -4

What do the screens show for `CCOC(=O)C1CCCN(C(=O)CCn2nnnc2CN2CCOCC2)C1` (stereo not given)?
LYPLA1 counter: -4; pPAFAH inh: -10; GSTO1 counter: -3; PAFAH1B2 FP inh: 0; PME-1 primary: -1; PAFAH2 inh: 7; PAFAH1B3 FP inh: 10; PAD4 FP inh: -5; LYPLA2 inh: -12

How did CCCC(=O)N1c2ccccc2C(=C2SC(C(=O)OC)=C(C(=O)OC)S2)C(=S)C1(C)C do in these assays?
LYPLA1 counter: -4; pPAFAH inh: 1; GSTO1 counter: 11; PAFAH1B2 FP inh: 1; PME-1 primary: 0; PAFAH2 inh: 1; PAFAH1B3 FP inh: 3; PAD4 FP inh: 3; LYPLA2 inh: -5

What do the screens show for `O=C(COC(=O)COc1ccc(Cl)cc1)NCc1ccc2c(c1)OCO2`?
pPAFAH inh: 6; PAFAH1B2 FP inh: 4; PAFAH2 inh: 2; PAFAH1B3 FP inh: 9; PAD4 FP inh: -7

Results for Cc1ccccc1C(=O)c1cccn1CC(=O)NC(C)c1ccc2c(c1)OCCO2 (stereo not given) ?
LYPLA1 counter: -2; pPAFAH inh: 8; GSTO1 counter: 1; PAFAH1B2 FP inh: 9; PME-1 primary: 3; PAFAH2 inh: 2; PAFAH1B3 FP inh: -1; PAD4 FP inh: -1; LYPLA2 inh: 3

What do the screens show for `COc1ccc(NC(=O)c2cccnc2C(=O)O)c(OC)c1`?
LYPLA1 counter: -1; pPAFAH inh: 3; GSTO1 counter: -2; PAFAH1B2 FP inh: 8; PME-1 primary: -4; PAFAH2 inh: 16; PAFAH1B3 FP inh: 10; PAD4 FP inh: 0; LYPLA2 inh: 0

What do the screens show for `COc1cnc(-c2ccccn2)nc1N(C)C`?
LYPLA1 counter: -1; pPAFAH inh: 0; GSTO1 counter: 17; PAFAH1B2 FP inh: 2; PME-1 primary: -1; PAFAH2 inh: 2; PAFAH1B3 FP inh: 1; PAD4 FP inh: -2; LYPLA2 inh: 5

Results for CCCN(CCC)CC(C)(C)NS(=O)(=O)c1ccc(Cl)cc1 ?
LYPLA1 counter: -1; pPAFAH inh: -2; GSTO1 counter: -4; PAFAH1B2 FP inh: 2; PME-1 primary: 3; PAFAH2 inh: 1; PAFAH1B3 FP inh: 2; PAD4 FP inh: -2; LYPLA2 inh: 11

What do the screens show for `CCC(C)NC(=O)CN1C(=O)C(CC)Sc2ccccc21` (stereo not given)?
LYPLA1 counter: 1; pPAFAH inh: 4; GSTO1 counter: 3; PAFAH1B2 FP inh: 6; PME-1 primary: -1; PAFAH2 inh: -18; PAFAH1B3 FP inh: 6; PAD4 FP inh: 1; LYPLA2 inh: -1

What do the screens show for `COCCN(CC1CCCN(C2Cc3ccccc3C2)C1)C(=O)c1ccc(C(C)=O)cc1` (stereo not given)?
LYPLA1 counter: 6; pPAFAH inh: 0; GSTO1 counter: 2; PAFAH1B2 FP inh: -2; PME-1 primary: -3; PAFAH2 inh: 21; PAFAH1B3 FP inh: -1; PAD4 FP inh: 3; LYPLA2 inh: 8

What do the screens show for `CCC(=O)N1CCN(c2ccc(NC(=S)NC(=O)c3ccc(OC)c([N+](=O)[O-])c3)cc2)CC1`?
LYPLA1 counter: 56*; pPAFAH inh: 8; GSTO1 counter: 7; PAFAH1B2 FP inh: 2; PME-1 primary: 7; PAFAH2 inh: 1; PAFAH1B3 FP inh: 4; PAD4 FP inh: -2; LYPLA2 inh: 63*
